S1P3 antag – S1P3 (human) receptor antagonism | CHO S1P3 NFAT-BLA reporter, FRET fluorescence, antagonist mode | inhibition, % at 4.98 µM | 0.27% of 170,000 active | AID 485;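 active = inhibition above the plate cutoff, the mean inhibition of test wells on that plate plus 3 SD, cut at about 28% in these data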;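 also: cells challenged with S1P at its EC80 of 0.8 µM; blue over green emission ratio from cleaved BLA substrate after 4 h stimulation; 0% = S1P-stimulated wells and 100% = unstimulated DMSO-only wells; some compounds past the cut are filed as inactive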
Target sequence (Q99500 whole entry, looked up): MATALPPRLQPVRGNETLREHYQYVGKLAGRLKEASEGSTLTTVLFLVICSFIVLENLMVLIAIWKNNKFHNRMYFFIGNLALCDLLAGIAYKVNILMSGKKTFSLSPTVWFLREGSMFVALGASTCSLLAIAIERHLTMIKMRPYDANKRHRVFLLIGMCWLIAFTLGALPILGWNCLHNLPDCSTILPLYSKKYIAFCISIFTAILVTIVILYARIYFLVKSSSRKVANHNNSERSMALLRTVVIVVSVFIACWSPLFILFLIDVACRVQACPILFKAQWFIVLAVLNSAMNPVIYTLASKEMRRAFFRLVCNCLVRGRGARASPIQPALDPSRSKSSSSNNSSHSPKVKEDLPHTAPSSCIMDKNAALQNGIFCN
PMI activator – increases human mannose-6-phosphate isomerase activity; P34949; purified human PMI, coupled resazurin fluorescence, 20 min; active compounds read high; 1 = vehicle control, 0 substrate-free wells; activation factor at 20 µM; 0.005% of 190,000 active; AID 1214;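 active = activation factor of 2 or more at 20 µM, relative to plate controls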
L major viab – Leishmania major promastigote growth inhibition; Leishmania major promastigotes, resazurin fluorescence viability; AID 1063; inhibition, % at 10 µM; 9% of 200,000 active; in the data active = inhibition above about 50%;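 also: promastigotes grown with compound for 44 hours at 28 °C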
PMI act satM6P – PMI (human) activation, high substrate. P34949. coupled PMI enzyme assay, resazurin fluorescence, 20 min; active compounds read high; 1 = untreated enzyme, 0 = substrate-free blank. activation factor at 20 µM. 0.34% of 190,000 active;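 active = activation factor of 2 or more at 20 µM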
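Material: human phosphomannose isomerase with PGI, G6PDH, diaphorase coupling enzymes; amount: PMI at 15 ng/mL final; also added: Mannose-6-phosphate 1.0 mM (near-saturating) plus 0.22 mM NADP+; incubation: enzyme reaction with compound 20 min at room temperature; signal: resorufin fluorescence (Ex 544/Em 590 nm) from resazurin via diaphorase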
Efa HMGR inh – E. faecalis class II HMG-CoA reductase inhibition | inhibition, % at 10 µM | AID 1066 | 0.41% of 190,000 active | purified E. faecalis HMGR, NADPH absorbance 340 nm kinetic;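 active = inhibition above a set limit, the median over all tested compounds plus 3 SD, cut at about 9.5% in these data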;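 also: enzyme runs in reverse so mevalonate oxidation gives rising NADPH absorbance; 0% = complete reaction with DMSO and 100% = background rate lacking mevalonate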
RAM inhibit – blocks the yeast RAM network. 1.8% of 190,000 active. S. cerevisiae dse1pr::URA3 reporter, 5-FOA growth OD615, 2 d; analog-sensitive cbk1-as2 kinase mutant strain. inhibition, % at 50 µM;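 active = inhibition above a set limit, 3 SD over mean compound inhibition, cut at about 8.4% in these data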;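 also: 0% = DMSO-only wells with no growth and 100% = 10 µM 1-NA-PP1 full growth; inhibition rescues growth on 5-FOA so higher OD means more RAM inhibition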
Redox H2O2 prof – compounds producing H2O2 with reducing agent – biochemical, NIH compound library profiling, artefact control for MLSCN library redox annotation, primary screen | DTT-dependent redox cycling H2O2, phenol red/HRP absorbance; 100% = 100 µM peroxide control, 0% = buffer | AID 878 | activation, % at 10 µM | 0.03% of 200,000 active;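 active = activation of at least 50% relative to the plate's high and low controls in the primary single-dose screen; inactive = activation below 50%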;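 also: compound incubated with DTT at 0.8 mM final as the reducing agent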
TNAP inh no acc – inhibitors of human TNAP without phosphate acceptor. inhibition, % at 20 µM. P05186. 0.26% of 200,000 active. purified TNAP, CDP-star luminescence, 30 min;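 active = tissue-nonspecific alkaline phosphatase inhibition above about 50% at 20 µM in the single-dose screen, limit read from the data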;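 also: 0% = DMSO negative control and 100% = EDTA positive control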
Target sequence (P05186 whole entry, looked up): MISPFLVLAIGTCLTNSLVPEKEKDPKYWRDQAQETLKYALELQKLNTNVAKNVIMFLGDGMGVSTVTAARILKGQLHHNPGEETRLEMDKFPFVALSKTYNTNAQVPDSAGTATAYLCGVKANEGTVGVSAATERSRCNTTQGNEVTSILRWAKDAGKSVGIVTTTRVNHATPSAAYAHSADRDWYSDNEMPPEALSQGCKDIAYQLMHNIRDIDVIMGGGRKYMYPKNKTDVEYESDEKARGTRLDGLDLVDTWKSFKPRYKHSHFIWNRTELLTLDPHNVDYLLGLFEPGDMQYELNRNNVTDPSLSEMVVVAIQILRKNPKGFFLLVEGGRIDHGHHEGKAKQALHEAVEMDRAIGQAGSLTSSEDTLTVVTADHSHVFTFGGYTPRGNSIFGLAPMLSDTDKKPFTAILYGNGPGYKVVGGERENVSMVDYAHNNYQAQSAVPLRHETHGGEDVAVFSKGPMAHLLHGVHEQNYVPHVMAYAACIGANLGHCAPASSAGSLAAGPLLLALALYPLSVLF
TNAP inh hiacc – inhibitors of human TNAP at high phosphate acceptor concentration; AID 1135; P05186; inhibition, % at 20 µM; 0.03% of 200,000 active; purified TNAP, CDP-star luminescence, 1 M DEA;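 active = over 50% inhibition of tissue-nonspecific alkaline phosphatase at 20 µM in the single-dose screen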;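 also: plate controls were DMSO wells for no effect and EDTA-quenched wells as full inhibition for full effect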
Hsp70 act – Hsp70 transcriptional activation, primary screen | HeLa Hsp70 promoter luciferase reporter, luminescence; scaled: vehicle 0, proteasome-inhibitor control 100% | activation, % at 10 µM | 0.04% of 200,000 active;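 active = activation above the mean across all tested compounds plus 3 SD, cutoff set per campaign, cut at about 5.5% in these data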;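 also: 100% = MG132 at 30 µM as the positive control and 0% = DMSO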
* marks the source's active call; other numbers are inactive results. Compounds as they come. Share with any hit: about 12%.

CCCCn1c(/N=C/c2ccccc2NS(=O)(=O)c2ccc(C)cc2)nc2ccccc21 was read as S1P3 antag -14.3, PMI activator 0.7, L major viab 76.7*, PMI act satM6P 0.8, Efa HMGR inh 0.2, RAM inhibit 0.2, Redox H2O2 prof -0.1, TNAP inh no acc -18.6, TNAP inh hiacc -4.0 and Hsp70 act -0.4.
Cc1cccc(NC(=O)NNC(=O)c2nn(C)cc2Br)c1 was read as S1P3 antag -2.5, PMI activator 1.1, L major viab -6.7, PMI act satM6P 1, Efa HMGR inh -6.7, RAM inhibit 1.0, Redox H2O2 prof 0.0, TNAP inh no acc -105.8, TNAP inh hiacc -1.4 and Hsp70 act -0.2.
Screening CCOc1cc(/C=N/n2cnnc2)ccc1OCC(=O)Nc1ccccc1OC returned S1P3 antag 8.3, PMI activator 1, L major viab 0.5, PMI act satM6P 1, Efa HMGR inh 0.3, RAM inhibit 1.6, Redox H2O2 prof 4.0, TNAP inh no acc -1.7, TNAP inh hiacc -5.4 and Hsp70 act 0.0.
For O=[N+]([O-])c1ccc(O)c(/C=N/Nc2ccc(Cl)nn2)c1 the results were PMI activator 0.8, L major viab 100.0*, PMI act satM6P 1.1, Efa HMGR inh 0.8, RAM inhibit 1.2, Redox H2O2 prof -2.4, TNAP inh no acc -143.1, TNAP inh hiacc 15.0 and Hsp70 act 0.2.
`COc1ccccc1NS(=O)(=O)c1cccs1` gave PMI activator 1, L major viab 0.3, PMI act satM6P 1, Efa HMGR inh 1.7, RAM inhibit 0.6, Redox H2O2 prof 1.0, TNAP inh no acc -15.2, TNAP inh hiacc -2.4 and Hsp70 act -0.3.
Screening CCOC(=O)c1nc(N)c(=O)n(-c2ccc(C)cc2)n1 returned PMI activator 1.1, L major viab 0.3, PMI act satM6P 1.1, Efa HMGR inh 9.1, RAM inhibit 0.1, Redox H2O2 prof -0.1, TNAP inh no acc -13.1, TNAP inh hiacc -3.5 and Hsp70 act 0.1.
For CCN(CC)CCCN1C(=O)C(O)=C(C(=O)c2cccs2)C1c1ccccn1 (stereo unspecified) the results were S1P3 antag 2.8, L major viab -4.7, Redox H2O2 prof 0.6 and Hsp70 act -0.2.
CCC(C)NC(=O)CN(C1CCCCC1)S(C)(=O)=O (stereo unspecified) was read as S1P3 antag -7.2, PMI activator 1, L major viab 1.3, PMI act satM6P 1.1, Efa HMGR inh 1.7, RAM inhibit 1.4, Redox H2O2 prof 0.4, TNAP inh no acc -0.5, TNAP inh hiacc -6.3 and Hsp70 act 0.0.
`O=c1c2ccccc2nc(-c2ccco2)n1/N=C/c1ccco1` gave S1P3 antag 2.7, PMI activator 1, L major viab 4.5, PMI act satM6P 0.9, Efa HMGR inh -0.1, RAM inhibit 0.2, Redox H2O2 prof 0.0, TNAP inh no acc -9.8, TNAP inh hiacc -3.1 and Hsp70 act -0.1.
For COc1ccc2[nH]c(=O)c(COC(=O)c3ccco3)cc2c1 the results were PMI activator 0.9, L major viab -5.4, PMI act satM6P 0.9, Efa HMGR inh -1.8, RAM inhibit 3.2, Redox H2O2 prof -3.0, TNAP inh no acc -15.8, TNAP inh hiacc -3.3 and Hsp70 act -0.1.
For Cc1ccc(Cn2ccc(NC(=O)c3noc4c3CCCCC4)n2)cc1 the results were S1P3 antag -6.3, PMI activator 0.9, L major viab -6.5, PMI act satM6P 0.9, Efa HMGR inh -3.4, RAM inhibit 2.3, Redox H2O2 prof -2.4, TNAP inh no acc -9.5, TNAP inh hiacc -6.7 and Hsp70 act -0.4.
CC(C(=O)NCc1ccccc1)N1C(=O)C2CC=C(Cl)CC2C1=O (stereo unspecified) was read as S1P3 antag -22.2, PMI activator 0.9, L major viab -1.7, PMI act satM6P 0.9, Efa HMGR inh 2.1, RAM inhibit 0.1, Redox H2O2 prof 2.7, TNAP inh no acc -13.6, TNAP inh hiacc -7.2 and Hsp70 act -0.2.
COC(=O)CN(c1ccccc1)S(=O)(=O)c1ccc(F)cc1 was read as S1P3 antag -12.7, PMI activator 1.1, L major viab -1.9, PMI act satM6P 1.1, Efa HMGR inh -6.7, RAM inhibit 1.4, Redox H2O2 prof 0.8, TNAP inh no acc -13.0, TNAP inh hiacc -1.6 and Hsp70 act -0.5.
Cc1cccn2c(CN(C)CC3CCCCO3)c(C(=O)N3CCCCC3)nc12 (stereo unspecified) was read as S1P3 antag 8.2, PMI activator 0.9, L major viab 3.5, PMI act satM6P 1, Efa HMGR inh -0.5, RAM inhibit 0.1, Redox H2O2 prof -1.3, TNAP inh no acc -7.7, TNAP inh hiacc -2.5 and Hsp70 act -0.3.
Screening CCCS(=O)(=O)N1CCN(c2ccccc2F)CC1 returned S1P3 antag -2.2, PMI activator 0.9, L major viab -8.1, PMI act satM6P 1, Efa HMGR inh -4.4, RAM inhibit -0.4, Redox H2O2 prof 1.7, TNAP inh no acc -1.7, TNAP inh hiacc 0.8 and Hsp70 act -0.2.
CN(C)Cc1c(O)ccc2occ(C(=O)c3ccccc3)c12 was read as S1P3 antag 11.7, PMI activator 0.9, L major viab 9.4, PMI act satM6P 1, Efa HMGR inh -5.1, RAM inhibit 4.0, Redox H2O2 prof 0.7, TNAP inh no acc -10.2, TNAP inh hiacc -5.3 and Hsp70 act -0.2.
Cn1c(=O)c2c(SCc3ccccn3)nc(-c3ccccc3)nc2n(C)c1=O was read as S1P3 antag 10.9, L major viab -3.7, Redox H2O2 prof -0.3 and Hsp70 act -0.1.
For O=C(COc1ccccc1C(=O)NCc1ccccn1)Nc1ccc(Br)cc1 the results were S1P3 antag -2.1, PMI activator 1, L major viab -6.8, PMI act satM6P 1, Efa HMGR inh -0.6, RAM inhibit 7.1, Redox H2O2 prof 0.1, TNAP inh no acc -12.3, TNAP inh hiacc -8.1 and Hsp70 act -0.2.
Screening Cc1cc(C)c(S(=O)(=O)N(C)c2ccccc2)c(C)c1 returned S1P3 antag -7.6, PMI activator 0.9, L major viab 13.8, PMI act satM6P 0.9, Efa HMGR inh 5.2, RAM inhibit -0.5, Redox H2O2 prof -0.5, TNAP inh no acc -10.1, TNAP inh hiacc -3.2 and Hsp70 act -0.3.
For O=C(O)C1CCN(c2ccc(Cl)nn2)CC1 the results were S1P3 antag 7.5, PMI activator 1, L major viab -5.1, PMI act satM6P 1, Efa HMGR inh 2.4, RAM inhibit -0.1, Redox H2O2 prof -0.5, TNAP inh no acc -8.9, TNAP inh hiacc -3.5 and Hsp70 act -0.4.
For CCN(CCNC(=O)Cn1cc2c(n1)CCCC2)c1ccccc1 the results were S1P3 antag 5.1, PMI activator 0.9, L major viab -9.9, PMI act satM6P 0.9, Efa HMGR inh 1.6, RAM inhibit 0.8, Redox H2O2 prof 0.0, TNAP inh no acc -16.6, TNAP inh hiacc 2.5 and Hsp70 act -0.2.
Screening CCCCC(CCCCl)C(=O)Nc1ccccc1 (stereo unspecified) returned S1P3 antag 17.6, PMI activator 1, L major viab 11.0, PMI act satM6P 1, Efa HMGR inh -0.3, RAM inhibit 4.6, Redox H2O2 prof -1.4, TNAP inh no acc -7.3, TNAP inh hiacc -5.9 and Hsp70 act 0.3.
For CCN(CC)S(=O)(=O)c1cc(NS(=O)(=O)c2c(Cl)cccc2Cl)ccc1C the results were S1P3 antag -2.7, PMI activator 0.9, L major viab 1.9, PMI act satM6P 0.9, Efa HMGR inh -2.4, RAM inhibit 14.5*, Redox H2O2 prof -0.7, TNAP inh no acc -2.3, TNAP inh hiacc -0.7 and Hsp70 act -0.4.
`Cc1nc(C(=O)N(C)C)nn1-c1ccc(Cl)cc1Cl` gave PMI activator 1.1, L major viab -6.1, PMI act satM6P 1, Efa HMGR inh -2.7, RAM inhibit 0.8, Redox H2O2 prof -1.1, TNAP inh no acc 6.1, TNAP inh hiacc -0.9 and Hsp70 act -0.4.
`CNC(=S)N(CCc1c(C)[nH]c2ccc(C)cc12)Cc1cccs1` gave S1P3 antag 4.9, PMI activator 1, L major viab 45.8, PMI act satM6P 1, Efa HMGR inh 4.8, RAM inhibit 4.1, Redox H2O2 prof -0.6, TNAP inh no acc -12.1, TNAP inh hiacc -5.0 and Hsp70 act -0.5.
O=C1CCCc2nc(N3CCCCC3)sc21 was read as S1P3 antag -10.9, PMI activator 0.9, L major viab -4.7, PMI act satM6P 0.9, Efa HMGR inh 0.7, RAM inhibit 0.8, Redox H2O2 prof 0.1, TNAP inh no acc -12.1, TNAP inh hiacc -6.0 and Hsp70 act 0.1.
Screening O=C(N/N=C1/CC2C=CCC12)c1ccco1 (stereo unspecified) returned S1P3 antag 4.2, PMI activator 0.9, L major viab -5.4, PMI act satM6P 0.9, Efa HMGR inh -3.4, RAM inhibit 1.7, Redox H2O2 prof -0.8, TNAP inh no acc -9.6, TNAP inh hiacc -2.9 and Hsp70 act -0.3.
For O=C(Nc1ccccc1C(=O)O)c1ccc(NC(=O)c2ccc(Br)o2)cc1 the results were PMI activator 1, L major viab -7.6, PMI act satM6P 1, Efa HMGR inh -3.4, RAM inhibit 4.2, Redox H2O2 prof -0.1, TNAP inh no acc -8.2, TNAP inh hiacc -0.9 and Hsp70 act -0.2.
For O=C(/C=C/c1ccc(Cl)cc1Cl)N1CCN(c2ccccc2[N+](=O)[O-])CC1 the results were S1P3 antag 3.1, PMI activator 1, L major viab 0.5, PMI act satM6P 0.9, Efa HMGR inh -4.9, RAM inhibit 8.6*, Redox H2O2 prof -0.3, TNAP inh no acc 1.7, TNAP inh hiacc 2.8 and Hsp70 act -0.5.
`COc1ccc(CCNC(=O)c2ccc(CS(=O)(=O)c3ccc(C)cc3)o2)cc1OC` gave PMI activator 1, L major viab 20.2, PMI act satM6P 1, Efa HMGR inh 2.2, RAM inhibit -0.3, Redox H2O2 prof 0.7, TNAP inh no acc -7.5, TNAP inh hiacc -6.6 and Hsp70 act 0.0.
Screening O=C(CN1CCN(Cc2ccccc2F)C1=O)NCc1cccnc1 returned S1P3 antag -32.2, PMI activator 1, L major viab -11.0, PMI act satM6P 1, Efa HMGR inh -4.8, RAM inhibit 1.6, Redox H2O2 prof -0.6, TNAP inh no acc -13.9, TNAP inh hiacc -3.6 and Hsp70 act -0.2.
`O=C(CN1CCCC1)Nc1ccc(-c2nc3cc(NC(=O)CN4CCCC4)ccc3o2)cc1` gave S1P3 antag 11.9, PMI activator 0.8, L major viab 100.5*, PMI act satM6P 0.8, Efa HMGR inh -3.6, RAM inhibit 1.5, Redox H2O2 prof 0.2, TNAP inh no acc -9.4, TNAP inh hiacc -9.4 and Hsp70 act 0.0.
For CC1CN(c2ncnc3c2oc2ccccc23)CC(C)O1 (stereo unspecified) the results were S1P3 antag 3.3, PMI activator 1, L major viab 5.9, PMI act satM6P 1, Efa HMGR inh 0.0, RAM inhibit 2.1, Redox H2O2 prof 1.4, TNAP inh no acc -1.4, TNAP inh hiacc -3.3 and Hsp70 act -0.6.

From PubChem BioAssay
